KAT2A inh = GCN5L2 (KAT2A) acetyltransferase inhibition. Q92830. GCN5L2 HAT assay, ThioGlo1 CoA-SH fluorescence. Potency, µM (highest dose often 58.9 µM), for the others: at the highest dose activity change, negative = inhibition, most hits filed as inhibitors. actives 0.21% (n = 390,000)
Target sequence (Q92830 whole entry, looked up): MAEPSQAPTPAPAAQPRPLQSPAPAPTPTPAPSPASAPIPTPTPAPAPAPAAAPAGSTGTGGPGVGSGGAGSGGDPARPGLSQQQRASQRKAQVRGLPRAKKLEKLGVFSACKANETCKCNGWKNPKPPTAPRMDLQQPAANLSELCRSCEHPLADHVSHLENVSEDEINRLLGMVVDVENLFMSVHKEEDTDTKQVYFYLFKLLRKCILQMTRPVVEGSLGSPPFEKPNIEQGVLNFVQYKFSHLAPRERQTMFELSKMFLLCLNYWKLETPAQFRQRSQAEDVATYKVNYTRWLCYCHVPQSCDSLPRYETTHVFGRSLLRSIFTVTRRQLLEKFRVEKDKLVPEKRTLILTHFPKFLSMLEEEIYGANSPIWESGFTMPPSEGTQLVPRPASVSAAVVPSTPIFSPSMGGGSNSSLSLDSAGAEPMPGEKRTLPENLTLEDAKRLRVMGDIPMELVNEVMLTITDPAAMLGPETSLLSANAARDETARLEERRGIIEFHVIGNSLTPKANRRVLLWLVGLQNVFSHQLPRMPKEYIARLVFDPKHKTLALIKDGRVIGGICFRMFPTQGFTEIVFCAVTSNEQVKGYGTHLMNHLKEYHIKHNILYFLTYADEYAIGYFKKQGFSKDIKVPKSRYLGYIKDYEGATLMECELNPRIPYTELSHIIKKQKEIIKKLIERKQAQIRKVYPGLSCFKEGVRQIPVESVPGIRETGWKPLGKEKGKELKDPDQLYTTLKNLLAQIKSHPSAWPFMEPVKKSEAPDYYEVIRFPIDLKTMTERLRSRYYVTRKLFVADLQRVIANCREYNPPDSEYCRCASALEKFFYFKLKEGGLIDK
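Fluorescence readout, Ex340nm/Em540nm: ThioGlo1 (50uM final) reacts with free CoA thiol released as 20nM GCN5L2 acetylates H3(1-25) peptide (75uM) using acetyl-CoA (70uM). Compound and enzyme sat 15 min beforehand; 20 min room-temperature reaction.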
TDP1 inh = TDP1 (human) enzyme inhibition; actives 0.28% (n = 350,000); Potency, µM (doses to about 130 µM), without a hit: at the highest dose activity change, negative = inhibition, most hits filed as inhibitors; Q9NUW8; recombinant TDP1, AlphaScreen DNA substrate cleavage; further: nearly all actives have a fitted effect of over 40% in size
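E. coli-derived human Tdp1, 1 nM final. Cpd preinc 15 min RT; substrate 15 nM final, 5 min RT; AS bead mix 10 ug/ml final, 10 min RT. Signal loss = tyrosine-FITC cleavage. No-enzyme wells = max signal.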
DT40 TDP1 no CPT = qHTS for Inhibitors of human tyrosyl-DNA phosphodiesterase 1 (TDP1): qHTS in cells in absence of CPT; Potency, µM (titrated, usually from 46.2 µM), without a hit: at the highest dose activity change, negative = growth inhibition, hits mostly inhibitors; AID 686978, 2013; DT40 Tdp1-/- hTDP1 cells, no CPT, ATP luminescence, 48 h; actives 15% (n = 420,000); further: nearly all actives have a fitted effect of over 55% in size
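Readout: luminescence from CellTiter-Glo after 30 min in the dark at RT. Cells: DT40 Tdp1-/- with stable hTDP1, 400/well. Exposure: compounds alone, ≥48 hr, 37 °C.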
The depositor's hits bear a star; ? = inconclusive; nt = not tested or not shown; & = joins results of further samples; [ ] = remark or other dose. The call rests on the fitted dose curve; in most records, active means well fitted curve in the direction sought with a large enough effect; inconclusive means small, poorly fitted or top-dose-only effect, or another doubt; inactive means no such curve, though single readings can be large; an effect the other way counts as inactive or inconclusive. On the % scale 0 is the no-effect control and ±100 the full control effect; potency means the concentration at half of the fitted maximal effect. Some of the compounds tested, so the mix of outcomes need not match the whole.

SMILES	KAT2A inh	TDP1 inh	DT40 TDP1 no CPT
O=C1OC(/C=C/c2ccccc2)=NC/1=C\c1cccnc1	-4.6%	2.5%	-19.0%
Cc1cc(C)c(C(=O)COC(=O)c2c(C)noc2C)cc1C	-7.3%	-13.8%	?
N#Cc1cc[n+](CC(=O)c2ccc(NC(=O)c3ccccc3)cc2)cc1	-6.0%	5.5%	-6.4%
Brc1cccc(OCCn2ccnc2)c1	-7.2%	5.6%	-13.8%
COc1cccc(/C=C2\SC(=S)N(CCCC(=O)N3CCCC3)C2=O)c1	-3.7%	12.7%	20.6µM*
Cc1cc(=O)oc2c(C)c(OCC(=O)NCCCn3ccnc3)ccc12	-1.4%	4.0%	10.6%
COc1ccc(C(=O)Cn2cnc3ccccc3c2=O)cc1	-1.3%	-0.7%	-19.4%
OCC1CCCN(Cc2ccc(-c3ccccc3)cc2)C1 (centres undefined)	0.5%	-9.6%	-16.3%
Nc1n[nH]c(N)c1N=Nc1ccc(Cl)cc1	-6.7%	9.1%	12.5%
Nc1nc(-n2cnnc2)nn1-c1ccccc1	-3.3%	5.6%	-4.4%
CCC[n+]1c2ccccc2cc2ccccc21	?	nt	2.59µM*
COc1ccccc1C(=O)n1nc(-c2ccco2)nc1NCc1ccc(Cl)cc1	-12.3%	6.1%	?
CNC(=O)COC(=O)Cc1ccc(Cl)cc1	0.8%	-2.6%	-3.1%
Cc1cccc2sc(N(Cc3cccnc3)C(=O)CCS(=O)(=O)c3ccccc3)nc12	-11.1%	2.6%	3.26µM*
COc1cc(Cn2nnc3ccccc32)ccc1O	-1.4%	nt	3.0%

Structures above with an aryl methoxy group, in the order listed:
SMILES	KAT2A inh	TDP1 inh	DT40 TDP1 no CPT
COc1cccc(/C=C2\SC(=S)N(CCCC(=O)N3CCCC3)C2=O)c1	-3.7%	12.7%	20.6µM*
COc1ccc(C(=O)Cn2cnc3ccccc3c2=O)cc1	-1.3%	-0.7%	-19.4%
COc1ccccc1C(=O)n1nc(-c2ccco2)nc1NCc1ccc(Cl)cc1	-12.3%	6.1%	?
COc1cc(Cn2nnc3ccccc32)ccc1O	-1.4%	nt	3.0%

Later entries:
SMILES	KAT2A inh	TDP1 inh	DT40 TDP1 no CPT
CC1(N(O)/C=C2\C=CC=CC2=O)CCCCC1=O (centres undefined)	-1.7%	2.7%	19.2%
COc1ccccc1C(=O)n1nc(-c2ccco2)nc1SC	-2.1%	2.6%	-2.3%
CC(C)CNC(=S)N1CCN(c2nc3ccccc3s2)CC1	-9.7%	1.2%	?
Cc1ccc(S(=O)(=O)c2nc(-c3ccccc3Cl)oc2N2CCCCCC2)cc1	-2.2%	nt	18.4µM*
O=C(NCc1ccccc1)C1CCCN1S(=O)(=O)c1ccc(Cl)cc1 (centres undefined)	1.0%	nt	-27.1%
COc1ccccc1CN1CC[C@@]2(CCCN(S(C)(=O)=O)C2)C1	-1.4%	nt	1.2%
O=C(O)CC(CC(=O)Nc1ccc(F)c(Cl)c1)c1ccc(Cl)cc1Cl (centres undefined)	?	2.7%	-17.7%
Cc1cccc(C2CC(c3ccccc3)Nc3ncnn32)c1 (centres undefined)	-4.3%	3.7%	?
COc1ccc(N2CCN(C(=O)c3ccc4c(c3)N(Cc3cc(C)ccc3C)C(=O)c3ccccc3S4=O)CC2)cc1 (centres undefined)	-3.6%	9.2%	11.6µM*
COc1ccc(NC(=O)c2ccco2)cc1NC(=O)c1cccs1	0.2%	2.3%	-16.9%
COc1ccc(CNC(=O)[C@H](C)N2C(=O)N3CCc4c([nH]c5ccccc45)[C@@]3(C)C2=O)cc1OC	-4.8%	nt	4.11µM*
Cc1ccc(NC(=O)CN(C)C(=O)c2ccc(S(=O)(=O)N(C)c3ccccc3)cc2)cc1	-0.2%	3.5%	?
COc1ccc(C2C(C(=O)Nc3cccnc3)=C(C)Nc3nc(-c4ccco4)nn32)cc1 (centres undefined)	-11.4%	0.0%	3.4%
COC(=O)c1c(NC(=O)CN2C(=O)NC3(CCC(C(C)(C)C)CC3)C2=O)sc2c1CCCCC2 (centres undefined)	-4.5%	3.2%	?
Cc1cc(NC(=O)CSc2ncc(CO)n2Cc2ccc(F)cc2)no1	-6.7%	1.2%	17.4%
CN(C(=O)COC(=O)C12CC3CC(CC(Cl)(C3)C1)C2)C1(C#N)CCCCC1	-4.5%	0.5%	-6.4%
O=C(Nc1ccccc1N1CCOCC1)c1ccc(S(=O)(=O)NCc2ccco2)cc1	-2.5%	8.4%	-6.3%
COC(=O)CC1Oc2ccccc2-n2cc(-c3ccc(F)cc3)nc21 (centres undefined)	-2.7%	5.8%	8.2µM*
O=C(COC(=O)c1ccccc1C(=O)c1ccccc1)NCCc1ccc(Cl)cc1Cl	-12.0%	3.0%	20.6µM*
CCn1c(Cn2nnc(-c3ccccc3)n2)nnc1SCC(=O)Nc1cccc(C(C)=O)c1	-0.9%	-1.0%	?
COc1ccc(Br)c(-c2nc(CS(=O)(=O)c3ccc(F)cc3)no2)c1	?	5.9%	?
COc1ccc(OC)c(NC2c3ccccc3C(=O)N2Cc2ccc3c(c2)OCO3)c1 (centres undefined)	0.0%	7.8%	?
COC(=O)c1cc(Oc2ccc(S(=O)(=O)N3CCOCC3)cc2[N+](=O)[O-])cc(C(=O)OC)c1	0.7%	2.2%	-27.7%
O=C(c1cc(-c2cccs2)nc2ccccc12)N1CCN(c2ccccc2O)CC1	-10.3%	5.3%	?
CCN(CCNC(=O)C1CC(=O)N(CCc2ccccc2)C1)c1ccccc1 (centres undefined)	-19.0%	5.2%	-11.5%
O=C(NCCc1ccccc1)C1CCN(Cc2cc3ccccc3n2Cc2ccccc2)CC1	0.0%	3.4%	20.6µM*
C=CCn1c(Cc2cccs2)nnc1SCC(=O)Nc1ccc(C(=O)OCC)cc1	-13.9%	3.8%	-14.1%
O=C(NCc1ccccc1Cl)C1CCCN1C(=O)Nc1ccccc1 (centres undefined)	1.2%	nt	1.8%
CC(/C=N/NC(=O)CSc1nnc(SCc2ccccc2)s1)=C\c1ccco1	-19.6%	5.5%	-1.6%
CCN(CC)CCCNC(=S)N(CCCO)Cc1cc2cc3c(cc2[nH]c1=O)OCO3	-2.8%	nt	4.3%
Cc1cc2ncn(-c3ncnc4scc(-c5ccccc5)c34)c2cc1C	-17.3%	0.5%	18.4µM*
Cc1nonc1NC(=O)c1oc2ccccc2c1C	-4.0%	-0.5%	15.9%
C=CCCC(=O)Nc1ccc(COC(=O)N2CCOCC2)cc1	-4.7%	2.2%	-10.8%
O=C(CSc1ncccc1C(=O)O)c1ccccc1	-5.3%	4.2%	-16.6%
CCOc1ccc(-c2cc(C(=O)NCc3ccc(OC)cc3)c3c(-c4ccc(F)cc4)[nH]nc3n2)cc1	-1.8%	4.4%	0.3%
COc1ccc(NS(=O)(=O)c2ccc(NC(=S)NC(=O)c3ccc(F)cc3)cc2)nn1	-2.3%	3.5%	-5.4%
COc1ccc(CNC(=O)c2cnc3cc(C)ccn3c2=O)cc1	-2.3%&-1.7%	1.0%&2.2%	?
CC1CCN(CC(=O)Nc2ccccc2C#N)CC1	-5.1%	5.6%	?
Cc1cccc(C(=O)OCC(=O)N2CCCCCC2)c1O	-4.0%	-0.2%[56.1 µM]	16.9%
CCN(CC)/C(N)=N/c1nc(C)cc(C)n1	-4.7%	0.0%	2.4%
Cc1cc(O)c(C(=O)c2cnc3c(c2)COc2ccccc2-3)cc1Cl	-6.6%	8.4%	?
COc1ccc(NC(=O)CN(c2ccccc2)S(=O)(=O)N(C)C)cc1Cl	-16.5%	4.9%	-13.1%
O=C(COC(=O)CNC(=O)c1ccco1)NCc1ccc(F)cc1	-5.0%	4.6%	13.5%
C=CCC(NC(=O)Cc1ccccc1)C(=O)NCCC (centres undefined)	-6.4%	0.6%	-4.5%
CCC(C)Sc1ccc([C@H]2N[C@@](Cc3ccccc3)(C(=O)OC)[C@H]3C(=O)N(CC)C(=O)[C@@H]23)cc1OC (some centres undefined)	-8.2%	-1.2%	20.6µM*

Ordered by count of non-hydrogen atoms (ascending): 3 of the compounds above
SMILES	KAT2A inh	TDP1 inh	DT40 TDP1 no CPT
COc1ccc(NC(=O)c2ccco2)cc1NC(=O)c1cccs1	0.2%	2.3%	-16.9%
Cc1cccc2sc(N(Cc3cccnc3)C(=O)CCS(=O)(=O)c3ccccc3)nc12	-11.1%	2.6%	3.26µM*
COc1ccc(CNC(=O)[C@H](C)N2C(=O)N3CCc4c([nH]c5ccccc45)[C@@]3(C)C2=O)cc1OC	-4.8%	nt	4.11µM*

The results go on:
SMILES	KAT2A inh	TDP1 inh	DT40 TDP1 no CPT
COc1ccc2c(c1)c(CC(=O)Nc1cccc(S(N)(=O)=O)c1)c(C)n2C(=O)c1ccc(Cl)cc1	0.4%	nt	?
COc1ccccc1NC(c1cccnc1)c1ccc2cccnc2c1O (centres undefined)	-1.3%	10.5%	?
COc1ccc(N2CCN(C(=O)CCNC(=O)c3ccccc3)CC2)cc1	-9.1%	2.6%	-1.1%
CCNc1ncc2nc(-c3ccccc3)c(=O)n(Cc3cccc(OC)c3)c2n1	-8.4%	nt	1.2%
CN1/C(=C\C=Nc2ccc3ccccc3c2)C(C)(C)c2ccccc21	-9.6%	2.0%	nt
Cc1cccc(N2C(=O)N(Cc3cc(=O)n4ccccc4n3)c3ccccc3S2(=O)=O)c1	-0.5%	2.5%	25.9µM*
CN1CCN(c2ccc(S(=O)(=O)N3CCOCC3)cc2NC(=O)CC(C)(C)C)CC1	2.7%	0.5%	2.9%
C=CCOc1c(Br)cc(CNn2c(C)n[nH]c2=S)cc1OC	-13.3%	4.7%	-21.4%
COc1cccc(C(C(=O)NC2CCCC2)N(CCC(C)C)C(=O)CCC(=O)Nc2cc(C)on2)c1 (centres undefined)	-2.0%	nt	?
COc1cccc(/C=N\NS(=O)(=O)c2ccccc2)c1OC	-6.3%	1.2%	7.8%
CS(=O)(=O)N1CCCC(C(=O)c2cccc(Cl)c2)C1 (centres undefined)	-6.0%	-3.6%	-19.2%
COc1cccc(C(=O)Nc2ccc3nc(SCc4ccc(C)cc4)sc3c2)c1	-14.6%	-0.5%	16.4µM*
COc1cc(Cl)ccc1NC(=S)N(CCCN1CCOCC1)Cc1cn(C)c2ccccc12	-0.9%	7.9%	20.6µM*
C=CCn1c(SCC(=O)Nc2ccc3c(c2)OCO3)nnc1-c1ccccc1O	-2.6%	7.7%	-17.2%
CC1(c2ccc3noc(-c4ccc(Cl)cc4)c3c2)OCCO1	-12.3%	0.0%	?
CCc1cc2c(NCC(=O)O)ncnc2s1	-3.6%	8.0%	?
COc1ccccc1-n1c(SCC(=O)Nc2cccc(C)c2)nc2c(c1=O)SCC2	-9.3%	6.1%	?
COCCn1c(SCC(=O)Nc2cccc(S(N)(=O)=O)c2)nc2ccccc21	-2.2%	0.0%	-6.7%
CC(=O)N(CCN(C(C)=O)c1ccccc1)c1ccccc1	-5.0%	0.0%	-1.6%
O=C(NCCOC12CC3CC(CC(C3)C1)C2)c1cccc(Br)c1	-28.0%	2.0%	?
Cc1ccc2c(c1)C1CN(C)CCC1N2S(=O)(=O)c1cccc(C(F)(F)F)c1 (centres undefined)	-4.8%	0.2%[56.1 µM]	?
O=C(NCc1ccc(F)cc1)C1CCCN(S(=O)(=O)c2cccc3nonc23)C1 (centres undefined)	-9.6%	0.0%	10.8%
COc1ccc(C)cc1S(=O)(=O)N1CCN(S(=O)(=O)c2cc(C(=O)O)ccc2C)CC1	-1.9%	nt	4.9%
C=CCn1c(SCC(=O)Nc2cccnc2Cl)nnc1-c1ccccc1F	-0.9%	0.6%	?
Cc1ccc(-c2ccc(CCC(=O)O)n2CC(=O)O)cc1	-9.4%	0.0%	6.8%
CCOC(=O)c1sc2ncn(C(CC)C(=O)OC)c(=O)c2c1C (centres undefined)	-2.0%	-4.0%	-28.8%
COc1ccc2c(c1)Cc1sc(NC(=O)c3ccccc3C)nc1-2	-9.9%	4.2%	?
O=C(Nc1cccc(C(=O)Nc2ccc(Br)cc2)c1)c1ccccc1	-0.8%	nt	11.6µM*
O=C(CN1CCN(c2ccccc2Cl)CC1)NC1CCCc2ccccc21 (centres undefined)	23.3%	0.6%	?
CCOc1ccc(NC(=O)CN(c2ccc(OC)c(OC)c2)S(=O)(=O)c2ccc(C)cc2)cc1	-9.5%	2.7%	8.5%
O=S(=O)(/N=C/c1c(O)ccc2ccccc12)c1cccs1	-10.4%	3.6%	nt
C=CCn1c(SCC(=O)Nc2ccc3c(c2)CCC3)nnc1-c1cccs1	?	6.5%	?
CC(C)n1ncc2c(C(=O)NCC(=O)Nc3ccccc3Br)cc(C3CC3)nc21	-10.9%	2.6%	?
COc1ccc(C(=O)NC(=S)Nc2ccc(CN3CCOCC3)cc2)cc1Br	-4.1%	10.3%	10.3µM*
COCC(C)n1c(C)cc(C(=O)CN2c3cccc4cccc(c34)S2(=O)=O)c1C (centres undefined)	-2.8%	2.7%	?

Source: PubChem (National Center for Advancing Translational Sciences (NCATS))
